Compound activity from PubChem BioAssay.
POLB inh: inhibitors of human DNA polymerase beta | Pol beta primer extension/strand displacement, fluorescence kinetic | actives 1.3% (n = 340,000) | Potency, µM (doses to about 114 µM), without a hit: at the top dose activity change, negative = inhibition, most hits filed as inhibitors; also: % is scaled to controls: 0 for no effect and ±100 for the full control effect
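Homogeneous kinetic assay of primer extension and strand displacement by 10 nM Pol beta, preincubated 15 min at room temperature with compound before 50 nM substrate (final) was added. Read at 0 and 10 min; four-parameter Hill fit.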
G9a inh: G9a (human) methyltransferase inhibition | Q96KQ7 | G9a H3K9 monomethylation, AlphaScreen, 2 h | Potency, µM (doses to about 102 µM), inactives show at the highest dose activity, negative = inhibition, hits mostly inhibitors | actives 8.8% (n = 350,000) | AID 504332; also: % is scaled to controls: 0 for no effect and ±100 for the full control effect; nearly all actives have a fitted effect of over 75% in size
Target sequence (Q96KQ7 913-1193 limits assumed): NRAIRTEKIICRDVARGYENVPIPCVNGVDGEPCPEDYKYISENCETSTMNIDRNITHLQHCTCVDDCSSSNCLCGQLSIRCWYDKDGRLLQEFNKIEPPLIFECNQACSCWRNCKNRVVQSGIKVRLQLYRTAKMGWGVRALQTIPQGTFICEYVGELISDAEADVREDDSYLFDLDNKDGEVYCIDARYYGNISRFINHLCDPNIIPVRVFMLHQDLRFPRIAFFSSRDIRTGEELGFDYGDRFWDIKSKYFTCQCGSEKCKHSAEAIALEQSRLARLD
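Compounds were preincubated with 20 nM G9a for 15 min, after which biotinylated H3K9 peptide (500 nM) and SAM (20 uM) started a 2 h room-temperature reaction. Monomethylated product was quantified by antibody-based AlphaScreen chemiluminescence.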
APEX1 inh: APE1 (human) endonuclease inhibition; P27695; Potency, µM (highest dose often 65.8 µM), for inactives: top-dose activity change, negative = inhibition, hits mostly inhibitors; recombinant APE1, TAMRA/BHQ-2 abasic DNA cleavage fluorescence; actives 0.35% (n = 350,000);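 also: plate controls were vehicle for no effect and reference inhibitor for full effect; nearly all actives have a fitted effect of over 55% in size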
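Enzyme (0.75 nM final) and test compound are incubated 15 min at room temperature before adding 50 nM quenched THF abasic-site duplex. Cleavage dequenches TAMRA, followed at 525/598 nm over three reads one minute apart.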
POLK inh: blocks human DNA polymerase kappa activity; Q9UBT6; purified Pol kappa, fluorescent DNA synthesis assay, 10 min; Potency, µM (top dose mostly 107 µM), without a hit: at the top dose activity, negative = inhibition, most hits filed as inhibitors; actives 0.53% (n = 400,000); also: % is scaled to controls: 0 for no effect and ±100 for the full control effect
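Kinetic fluorescence readout at 0 and 10 min followed reaction start with substrate at 50 nM final. Beforehand, enzyme (10 nM Pol kappa) stood 15 min with compound at room temperature; buffer-only wells were negative controls.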
POLH inh: inhibitors of human DNA polymerase eta | Potency, µM (series often up to 114 µM), for inactives: at the highest dose activity change, negative = inhibition, usual class: inhibitors | Q9Y253 | actives 1.2% (n = 390,000) | recombinant Pol eta, fluorescent DNA replication assay; also: % is scaled to controls: 0 for no effect and ±100 for the full control effect
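Pol eta (10 nM) was preincubated with compounds for 15 min at room temperature, after which fluorescent replication substrate (50 nM final) was added to start the reaction. Fluorescence was read kinetically at 0 and 10 min.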
BLM helicase inh: inhibitors of human Bloom syndrome helicase BLM. P54132. AID 2528. actives 0.2% (n = 350,000). recombinant BLM DNA unwinding, fluorescence dequenching. Potency, µM (doses to about 56.1 µM), for the others: top-dose activity change, negative = inhibition, usual class: inhibitors;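 also: plate controls were vehicle for no effect and no enzyme for full effect; nearly all actives have a fitted effect of over 35% in size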
JMJD2A Tudor inh: blocks the human JMJD2A Tudor domain | AID 504339 | actives 4.4% (n = 390,000) | AlphaScreen JMJD2A-Tudor / H3K4me3 peptide binding | Potency, µM (highest dose often 114 µM), for inactives: at the top dose activity change, negative = inhibition, hits mostly inhibitors | O75164; also: % is scaled to controls: 0 for no effect and ±100 for the full control effect; nearly all actives have a fitted effect of over 50% in size
BAZ2B block: blocks human BAZ2B; AlphaScreen BAZ2B-H3K14Ac peptide displacement; Potency, µM (titrated, usually from 114 µM), inactives show at the highest dose activity change, negative = inhibition, hits mostly inhibitors; actives 4.4% (n = 360,000); AID 504333; also: % is scaled to controls: 0 for no effect and ±100 for the full control effect; nearly all actives have a fitted effect of over 60% in size
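Complex of BAZ2B and biotin-H3K14Ac (50 nM apiece) forms over 30 min at RT, then faces library compounds up to 110 uM for another 30 min; AlphaScreen beads added, 20 min dark incubation, luminescence read.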
POLI inh: blocks human DNA polymerase iota activity; Pol iota fluorescent replication assay, 10 min; Q9UNA4; actives 1% (n = 390,000); Potency, µM (series often up to 115 µM), inactives show at the highest dose activity, negative = inhibition, usual class: inhibitors; AID 588590
Target sequence (Q9UNA4 whole entry, looked up): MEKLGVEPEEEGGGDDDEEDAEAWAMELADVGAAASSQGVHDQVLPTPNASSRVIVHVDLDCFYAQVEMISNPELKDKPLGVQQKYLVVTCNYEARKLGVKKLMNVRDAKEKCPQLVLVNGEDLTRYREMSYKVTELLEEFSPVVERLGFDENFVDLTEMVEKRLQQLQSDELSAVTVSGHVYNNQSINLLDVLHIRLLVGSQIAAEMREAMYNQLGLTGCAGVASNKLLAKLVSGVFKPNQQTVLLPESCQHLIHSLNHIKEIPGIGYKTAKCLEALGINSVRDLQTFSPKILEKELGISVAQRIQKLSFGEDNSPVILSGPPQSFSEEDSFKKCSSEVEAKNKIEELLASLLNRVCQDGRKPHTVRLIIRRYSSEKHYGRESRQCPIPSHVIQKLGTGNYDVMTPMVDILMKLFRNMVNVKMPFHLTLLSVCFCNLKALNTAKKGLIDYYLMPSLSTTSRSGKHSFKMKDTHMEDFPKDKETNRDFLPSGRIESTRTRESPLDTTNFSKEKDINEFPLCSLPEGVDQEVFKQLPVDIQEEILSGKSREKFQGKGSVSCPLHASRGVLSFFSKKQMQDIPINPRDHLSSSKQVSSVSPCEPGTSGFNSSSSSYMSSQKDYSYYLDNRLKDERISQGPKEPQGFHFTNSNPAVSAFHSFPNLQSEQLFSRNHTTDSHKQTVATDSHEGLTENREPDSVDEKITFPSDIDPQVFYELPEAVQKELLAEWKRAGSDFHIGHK
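Pol iota at 10 nM preincubated 15 min with compounds at room temperature; reaction started with fluorescent substrate, 50 nM final. Fluorescence read kinetically at 0 and 10 min; buffer-only wells as negative control.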
Numbers without * were called inactive; & = joins results of further samples; [ ] = another dose, or the depositor's remark. Calls follow the shape of the dose curve; as a rule, active = well fitted curve in the direction sought with a large enough effect; inconclusive = small, poorly fitted or top-dose-only effect, or another doubt; inactive = no such curve, though single readings can be large; an effect the other way counts as inactive or inconclusive. Potency is read from the fitted curve at half-maximal effect.

The opening 3 entries, to show the layout:
COc1cccc(CNC(=O)c2cc3oc4ccccc4c3n2C)c1OC was read as POLB inh 10%, G9a inh -45%, APEX1 inh -5%, POLK inh -8%, POLH inh -17%, BLM helicase inh -4%, JMJD2A Tudor inh -16%, BAZ2B block -11% and POLI inh 1%.
CCOC(=O)c1c(NC(=O)c2cccs2)sc2c1CC(C)(C)OC2 was read as POLB inh 8%, G9a inh 107%[activator][59 µM], APEX1 inh 0%, POLK inh -1%, POLH inh -18%, BLM helicase inh -11%, JMJD2A Tudor inh 73%[activator], BAZ2B block 95%[activator] and POLI inh -7%.
`CC(C)Oc1ccc(Oc2ccc(C(F)(F)F)cn2)cc1` gave POLB inh 3%, G9a inh 54%[activator], APEX1 inh 1%, POLK inh -5%, POLH inh 4%, BLM helicase inh -1%, JMJD2A Tudor inh 80%[activator], BAZ2B block 51%[activator] and POLI inh 16%.

The listing (from the top)
COc1cccc(CNC(=O)c2cc3oc4ccccc4c3n2C)c1OC was read as POLB inh 10%, G9a inh -45%, APEX1 inh -5%, POLK inh -8%, POLH inh -17%, BLM helicase inh -4%, JMJD2A Tudor inh -16%, BAZ2B block -11% and POLI inh 1%.
CCOC(=O)c1c(NC(=O)c2cccs2)sc2c1CC(C)(C)OC2 was read as POLB inh 8%, G9a inh 107%[activator][59 µM], APEX1 inh 0%, POLK inh -1%, POLH inh -18%, BLM helicase inh -11%, JMJD2A Tudor inh 73%[activator], BAZ2B block 95%[activator] and POLI inh -7%.
`CC(C)Oc1ccc(Oc2ccc(C(F)(F)F)cn2)cc1` gave POLB inh 3%, G9a inh 54%[activator], APEX1 inh 1%, POLK inh -5%, POLH inh 4%, BLM helicase inh -1%, JMJD2A Tudor inh 80%[activator], BAZ2B block 51%[activator] and POLI inh 16%.
Screening CCOc1ccc(NC(=O)C2(c3ccc(OC)c(OC)c3)CCCC2)cc1 returned POLB inh 3%, G9a inh 3%[59 µM], APEX1 inh 0%, POLK inh -11%, POLH inh -16%, BLM helicase inh -2%, JMJD2A Tudor inh -18%, BAZ2B block -1% and POLI inh 3%.
For O=C(Cc1ccc(-n2c(=O)c3ccccc3n(Cc3ccccc3Cl)c2=O)cc1)NCC1CCCO1 (stereo not given) the results were POLB inh 3%, G9a inh 26%, APEX1 inh 2%, POLK inh -8%, POLH inh -8%, BLM helicase inh -8%, JMJD2A Tudor inh -19%, BAZ2B block -5% and POLI inh 9%.
For CCn1c(SCC(=O)c2ccc3ccccc3c2)nnc1-c1ccco1 the results were POLB inh -21%, G9a inh inconclusive, APEX1 inh 0%, POLK inh -23%, POLH inh 8%, BLM helicase inh -5%, JMJD2A Tudor inh -15%, BAZ2B block -30% and POLI inh 0%.
COc1ccc(NC(=O)c2oc3ccccc3c2CSC)cn1 was read as POLB inh 11%, G9a inh inconclusive, APEX1 inh 6%, POLK inh -6%, POLH inh -6%, BLM helicase inh -4%, JMJD2A Tudor inh -24%, BAZ2B block -36% and POLI inh 37%[activator].
For CC1CC(C)CN(C(=O)Cn2c(=O)oc3cc(S(=O)(=O)N4CCCC4)ccc32)C1 (stereo not given) the results were POLB inh 42%, G9a inh 19%[59 µM], APEX1 inh 25%, POLK inh -4%, POLH inh 0%, BLM helicase inh -2%, JMJD2A Tudor inh -12%, BAZ2B block -3% and POLI inh 45%[activator].
For FC(F)(F)c1ccc(-n2cn[nH]c2=S)cc1 the results were POLB inh 15%, G9a inh 8.9µM*, APEX1 inh inconclusive, POLK inh 5%, POLH inh -8%, BLM helicase inh 0%, JMJD2A Tudor inh 8.9µM*, BAZ2B block -16% and POLI inh 34%[activator].
Screening O=C(O)CCSc1ccc([N+](=O)[O-])cc1[N+](=O)[O-] returned POLB inh 8%, G9a inh inconclusive, APEX1 inh 8%, POLK inh -10%, POLH inh -14%, BLM helicase inh -1%, JMJD2A Tudor inh -19%, BAZ2B block inconclusive and POLI inh -18%.
For O=C(c1ccc2c(Cl)c3c(nc2c1)CCCC3)N1CCC(N2CCCCC2)CC1 the results were POLB inh 26%, G9a inh -19%, APEX1 inh 25%, POLK inh 13%, POLH inh -6%, BLM helicase inh 8%, JMJD2A Tudor inh -24%, BAZ2B block 2% and POLI inh 14%.
`COc1ccccc1N1CCN(C(=O)c2cc(C(=O)N3CCN(c4ccccc4OC)CC3)cc([N+](=O)[O-])c2)CC1` gave POLB inh 51%, APEX1 inh 2%, POLK inh -5%, POLH inh -17%, BLM helicase inh -2%, JMJD2A Tudor inh -11%, BAZ2B block inconclusive and POLI inh 17%.
Screening CCOC(=O)C1CCCN(C(=O)Cc2ccc(OC)c(OC)c2)C1 (stereo not given) returned POLB inh -24%, G9a inh 20%[59 µM], APEX1 inh 1%, POLK inh -7%, POLH inh -6%, BLM helicase inh 0%, JMJD2A Tudor inh -24%, BAZ2B block 9% and POLI inh 3%.
O=C(Oc1ccccc1)N1CCC[C@@]2(CCN(c3ccccc3)C2)C1 was read as G9a inh 5%[12.7 µM], APEX1 inh 0%, POLK inh 3%[60.1 µM] and BLM helicase inh 1%.
Screening Cc1ccc2c(c1)N(CC(=O)NCc1cccs1)C(=O)C(C)O2 (stereo not given) returned POLB inh 2%, G9a inh 5%[59 µM], APEX1 inh -2%, POLK inh -1%, POLH inh 5%, BLM helicase inh -2%, JMJD2A Tudor inh 6%[57.1 µM], BAZ2B block -2%[57.1 µM] and POLI inh 15%.

Pulled by structure from above (2):
COc1ccc(NC(=O)c2oc3ccccc3c2CSC)cn1 was read as POLB inh 11%, G9a inh inconclusive, APEX1 inh 6%, POLK inh -6%, POLH inh -6%, BLM helicase inh -4%, JMJD2A Tudor inh -24%, BAZ2B block -36% and POLI inh 37%[activator].
For O=C(Cc1ccc(-n2c(=O)c3ccccc3n(Cc3ccccc3Cl)c2=O)cc1)NCC1CCCO1 (stereo not given) the results were POLB inh 3%, G9a inh 26%, APEX1 inh 2%, POLK inh -8%, POLH inh -8%, BLM helicase inh -8%, JMJD2A Tudor inh -19%, BAZ2B block -5% and POLI inh 9%.

Following part:
For CC1CC(=O)C2=C(C1)Nc1ccccc1SC2c1ccc(F)cc1 (stereo not given) the results were POLB inh -18%, G9a inh 1%[59 µM], APEX1 inh -4%, POLK inh 5%, POLH inh -11%, BLM helicase inh -6%, JMJD2A Tudor inh -11%, BAZ2B block -26% and POLI inh -19%.
COc1ccc(C2/C=C\CN(CC3CCCCC3)C(Cc3ccccc3)C(=O)N2Cc2ccc(F)cc2)cc1 (stereo not given) was read as APEX1 inh -1%, POLK inh 12%, BLM helicase inh -8%, JMJD2A Tudor inh -15% and POLI inh 35%[activator].
Screening Cc1cccc(-c2cc(=O)c(C(=O)O)cn2-c2ccc(F)cc2F)c1 returned POLB inh -20%, G9a inh inconclusive, APEX1 inh -9%, POLK inh -12%, POLH inh -9%, BLM helicase inh 0%, JMJD2A Tudor inh -26%, BAZ2B block inconclusive and POLI inh inconclusive.
For Nc1nnc(SCC(=O)Nc2cc(C(F)(F)F)ccc2N2CCOCC2)s1 the results were POLB inh -22%, G9a inh inconclusive, APEX1 inh -12%, POLK inh -2%, POLH inh -2%, BLM helicase inh 1%, JMJD2A Tudor inh -6%, BAZ2B block -5% and POLI inh 7%.
`Cc1nn(Cc2ccccc2)c(C)c1C(=O)NCCCN1CCCC1=O` gave G9a inh 11%[12.7 µM], APEX1 inh 39%[activator], POLK inh -3%, POLH inh -4%, JMJD2A Tudor inh -1%, BAZ2B block 3% and POLI inh 17%.
Screening CN(C)c1ccc(/C=N/N2C(=S)SC(C)(C)C2N(O)C(=O)Nc2ccc([N+](=O)[O-])cc2)cc1 (stereo not given) returned POLB inh 20%, G9a inh 16%[12.7 µM], APEX1 inh -7%, POLK inh -7%, POLH inh -6%, BLM helicase inh -6%, JMJD2A Tudor inh 56µM*, BAZ2B block inconclusive and POLI inh -6%.
For O=S1(=O)c2ccccc2C(CCO)N1Cc1ccccc1 (stereo not given) the results were POLB inh 22%, G9a inh 12%[12.7 µM], APEX1 inh 1%&-5%, POLK inh 14%&-16%, POLH inh -3%, BLM helicase inh -1%&3%, JMJD2A Tudor inh -13%&-8%, BAZ2B block -2% and POLI inh 5%&-3%.
`COc1cc(C=C2C(=O)OC(C)(C)OC2=O)cc(Cl)c1OCC(=O)Nc1ccccc1` gave POLB inh inconclusive, G9a inh -3%, APEX1 inh 2%, POLK inh -39%, POLH inh 18%, BLM helicase inh -3%, JMJD2A Tudor inh inconclusive, BAZ2B block -25% and POLI inh inconclusive.
Screening COc1cccc(/C=C2\CCC(C3CCCC3)C2=O)c1 (stereo not given) returned POLB inh 3%, G9a inh 114%[activator], APEX1 inh -13%, POLK inh -4%, POLH inh -19%, BLM helicase inh -3%, JMJD2A Tudor inh 36%[activator], BAZ2B block 39%[activator] and POLI inh 165%[activator].
For Nn1c(SCc2ccccc2F)nnc1-c1cccnc1 the results were POLB inh 1%, G9a inh -8%, APEX1 inh 2%, POLK inh -4%, POLH inh -1%, BLM helicase inh 3%, JMJD2A Tudor inh -9%, BAZ2B block 3% and POLI inh -12%.
For CC(=O)c1ccc(N(C(=O)CS(=O)CC(=O)Nc2ccc(F)cc2)C(C(=O)NC2CCCCC2)c2cccs2)cc1 (stereo not given) the results were POLB inh 23%, G9a inh 10%, APEX1 inh 11%, POLK inh -13%, POLH inh -11%, BLM helicase inh -2%, JMJD2A Tudor inh 4%, BAZ2B block 0% and POLI inh -11%.
`O=C(c1ccc(C(F)(F)F)cc1)N1CCC(c2noc(-c3ccc(S(=O)(=O)N4CCCC4)cc3)n2)CC1` gave POLB inh 14%, G9a inh 0%[59 µM], POLK inh -12%, POLH inh -21%, BLM helicase inh -5%, JMJD2A Tudor inh -15%, BAZ2B block -12% and POLI inh 20%.

A portion of the library. The share of hits here may be higher or lower than overall.
